Compound activity deposited in PubChem BioAssay by several laboratories.
TNAP activators = human TNAP enzyme activators, primary screen, biochemical, luminescent, no phosphate acceptor, uHTS (AID 1001); purified TNAP, luminescent activation assay, no phosphate acceptor; higher activation fold means a stronger effect; activation fold at 20 µM; hits with a dose series show EC50 in µM; hit rate 0.03% among 200,000; in the data active = activation fold from about 3, or a potency from the dose series; inactive = the rest, 99 in 100 with activation fold below about 1.6; also: many of its hits are not listed in these tables
MT stabilizer = microtubule stabilizers in HeLa cells | hit rate 0.83% among 200,000 | HeLa tubulin immunostaining HCS, 24 h; share of cells brighter than vehicle mean+2SD | % tubulin-high responders, % at 10 µM | AID 2205;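 active = plate Z-score above 3 for both tubulin-high and condensed-nucleus cell shares, with cell loss under 80%, at 10 µM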;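 also: anti alpha tubulin signal scored within the nucleus-defined area of each cell; some results filed as inactive read as strong as hits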
PMI inhibitors = MPI enzyme activity inhibition – biochemical, fluorescence intensity, coupled assay, primary screen (AID 1209); one-dose inhibition, % at 20 µM; IC50 in µM for titrated hits; hit rate 0.42% among 190,000; purified PMI enzyme, coupled fluorescence intensity; higher % means a stronger effect; in the data active = inhibition above about 50%;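 also: plate controls were DMSO vehicle for no effect and wells lacking substrate for full effect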
Insulin prom up = MIN6 insulin promoter up-regulation. MIN6 insulin promoter-GFP reporter, high-content imaging; active compounds read high. z-score at 5 µM. hit rate 0.3% among 190,000. AID 1625;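 active = z-score above 3 at 5 µM with at least 500 cells counted in the well; inconclusive = wells under 500 cells, flagged as cytotoxic or low count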
Dynein transport = dynein cargo transport inhibition; 3617.4 mouse cells, GR-EGFP nuclear translocation imaging; test concentration mostly 20 µM; stimulated with dexamethasone, 1 µM; active compounds read low; z-score, hits read low; hit rate 0.47% among 220,000;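 active = plate z-score of nuclear minus cytoplasmic receptor signal below a set negative limit, without overly bright fluorescence or cell loss, cut at about -3.5 in these data, passing the limit was not always enough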;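 also: z-score of nuclear minus cytoplasmic ring GR-EGFP intensity difference per well; some compounds called inactive have numbers as strong as hits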
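Also added: dexamethasone, 1.0 µM final. Medium: tet-free, stripped-serum medium. Detection: fixed, Hoechst-stained cells imaged at 10x for EGFP. Read-out: nuclear-to-cytoplasmic GR-EGFP distribution per well. Times: induction 48 h, compound 1 h, agonist 30 min.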
T cell HTS = T cell immune modulators affecting CD8 T cell-vesicle binding | 2C CD8+ T cell-vesicle binding, flow cytometry; active compounds read low | hit rate 0.068% among 330,000 | calls only at 7 µM;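 active = response, share of CD8 T cells binding vesicles, and their 90th percentile fluorescence all below set limits, cut at about 80% in these data, passing the limit was not always enough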
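Material: murine 2C transgenic CD8+ T lymphocytes / Also added: QL9-peptide-loaded Drosophila micro-vesicles bearing Ld, ICAM-1 and B7-1 / Schedule: binding step 1.5 h, 37 °C, antibody labelling 20 min, ice / Signal: flow cytometry, PE anti-B7-1 (FL2) versus Alexa647 anti-CD8 (FL8), PFA-fixed / Evaluation: percent CD8+ FL2 mean versus row control / Benchmarks: naked versus QL9-loaded vesicles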
b-catenin transl = modulators of beta-catenin nuclear translocation. HeLa beta-catenin nuclear translocation, immunofluorescence imaging. nuclear translocation activity, % at 5 µM. hit rate 0.3% among 190,000. AID 1665;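 active = nuclear translocation activity above 50% at 5 µM, with a well cell count of 50 or more; inconclusive = wells under 50 cells across six images, flagged as toxic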;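 also: per-cell ratio of nuclear to cytoplasmic median beta-catenin stain intensity; plate controls were DMSO negative control for no effect and GSK-3 inhibitor IX positive control for full effect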
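System: HeLa cells, endogenous beta-catenin; compound dosing: 5 µM primary single dose, 0.1% DMSO, 0.02–20 µM confirmation series; incubation: 24 h compound exposure at 37°C, 5% CO2; signal: beta-catenin immunofluorescence imaging with DAPI; evaluation: % activation, nuclear-to-cytoplasmic median beta-catenin signal ratio per cell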
Myeloid diff 2 = promotes myeloid progenitor differentiation | hit rate 1% among 360,000 | AID 624256 | calls only at 10 µM | ER-HoxA9 myeloid progenitors, lysozyme-GFP differentiation, flow cytometry;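 active = normalized GFP-positive differentiation at or above the plate's own cutoff, the solvent-only control mean plus 3 SD; inconclusive = no clear call, values can overlap the other calls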;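 also: cells exposed to compound for four days before flow analysis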
Lipid droplet = hepatic lipid droplet formation modulation | AML12 mouse hepatocytes, oleate lipid droplets, BODIPY imaging | hit rate 0.4% among 240,000 | inhibition, % at 6.5 µM;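 active = lipid droplet intensity inhibited by at least 50%, with more than 500 cells counted; inconclusive = wells with under 300 cells, treated as cytotoxic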
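Material – mouse AML12 hepatocyte cell line, fixed after treatment · Compound dosing – one dose, 6.5 µM compound · Times – compound with oleate, overnight · Measured by – Image-based BODIPY and DAPI two-channel analysis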
Dynein transport cytoplasmic EGFP = also measured in Dynein transport; calls as there; z-score; measured here: cytoplasmic GR-EGFP intensity; active compounds read high
Dynein transport nuclear GR-EGFP = further read-out of Dynein transport, marked with its call; z-score; measured here: nuclear GR-EGFP intensity;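 lower value marks the stronger effect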
Dynein transport cell count = also measured in Dynein transport; calls as there; z-score; measured here: cell count per field
Insulin prom up cell count = also measured in Insulin prom up; calls as there; cell count; measured here: cytotoxicity, nuclei count;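 total cells summed across four imaged fields per well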
Lipid droplet cells 6.5 µM = recorded beside Lipid droplet, whose call it bears; cell count; measured here: cell count, cytotoxicity flag;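 cells counted across two imaged fields per well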
b-catenin transl cell count 5 µM = recorded beside b-catenin transl, whose call it bears; cell count; measured here: cell count, cytotoxicity flag
T cell HTS vesicle-bound % = recorded beside T cell HTS, whose call it bears; double positive events, %; measured here: CD8+ vesicle-bound cell fraction;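 binding gate set so that unloaded-vesicle control wells show 10% double positive cells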
MT stabilizer Hoechst-high % = also measured in MT stabilizer; calls as there; % Hoechst-high responders; measured here: nuclear condensation Hoechst responders;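 share of cells brighter than vehicle mean plus two SD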
MT stabilizer cytotoxicity % = recorded beside MT stabilizer, whose call it bears; toxicity, %; measured here: cytotoxicity by cell density;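 0% = mean cell density of plate MIN control wells and 100% = no cells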
Myeloid diff 2 GFP+ MAC1+ % = recorded beside Myeloid diff 2, whose call it bears; GFP+ MAC1+ double positive, %; measured here: differentiation confirmed by MAC1 staining
The depositor's hits bear a star; i = inactive; ? = inconclusive; . = no result given; + = active, no number.

SMILES	TNAP activators	MT stabilizer	MT stabilizer Hoechst-high %	MT stabilizer cytotoxicity %	PMI inhibitors	Insulin prom up	Insulin prom up cell count	Dynein transport	Dynein transport cytoplasmic EGFP	Dynein transport nuclear GR-EGFP	Dynein transport cell count	T cell HTS	T cell HTS vesicle-bound %	b-catenin transl	b-catenin transl cell count 5 µM	Myeloid diff 2	Myeloid diff 2 GFP+ MAC1+ %	Lipid droplet	Lipid droplet cells 6.5 µM
CCOC(=O)c1c(NC(=O)/C=C/c2ccc(C)o2)sc(C)c1C	1	1.0	1.0	3.1	11%	0.13	1506	-0.26	-0.2	-0.24	0.3	i	57	2.2	1414	i	1.2	.	.
Cc1cccc(NC(=O)c2ccccc2NC(=O)CCC(=O)O)c1	1.1	3.4	1.9	13	0%	-0.24	1185	0.4	-0.19	0.99	-0.9	i	42	3.4	523	i	0.5	6	627
Cc1nnc(SCc2ccc([N+](=O)[O-])cc2)o1	1.1	3.0	2.6	0.5	5%	0.62	1362	-0.25	-0.15	-0.14	-0.82	i	49	-0.7	1055	i	0.5	-9	707
O=C(N1CCN(Cc2ccccc2)CC1)C12CC3CC(CC(C3)C1)C2	0.9	2.7	1.5	3.5	7%	-0.34	1915	-0.93	-0.25	-0.66	0.57	i	20	0.0	1087	i	1.6	-12	570
CC(=O)c1ccc(NC(=O)CSc2nnc(-c3ccco3)c(-c3ccco3)n2)cc1	1	2.5	1.5	6.1	15%	0.36	1441	-0.79	0.072	-0.17	0.35	i	29	-0.8	1065	i	0.4	-10	561
CC(C)(CC(=O)N1CCN(c2ccc(Cl)cc2)CC1)CC1=NS(=O)(=O)c2ccccc2N1	1.1	4.6	4.4	6.6	9%	-1.5	661	0.22	1.5	0.4	-1.1	i	64	-0.1	1391	i	0.6	.	.
CCCN1C(=O)SC(CC(=O)Nc2ccccc2)C1=O (stereo not drawn)	1	3.8	2.2	10	10%	0.17	1200	0.25	-0.069	0.46	-1.6	i	28	-3.4	984	i	1.0	.	.
Cc1c(NC(=O)C(C)OC(=O)c2ccc([N+](=O)[O-])s2)c(=O)n(-c2ccccc2)n1C (stereo not drawn)	1	3.2	2.5	6.1	-5%	-0.41	1356	1.6	-0.18	0.76	-0.89	i	16	-1.9	1085	i	1.2	12	734
CCOC(=O)COc1cnc2ccccc2n1	1.1	2.4	2.7	9.7	-3%	0.11	1312	-0.86	0.39	-0.13	0.61	i	47	-0.2	1116	i	0.9	13	699
CCOC(=O)COc1ccc(/C=C/[N+](=O)[O-])c(OCC(=O)OCC)c1	1.1	2.6	1.8	7.3	2%	-0.44	1603	-4.8*	1.1*	-2.2*	0.2*	i	42	0.5	1391	?	.	.	.
Cc1cccc(NC(=O)CSc2nnc(-c3n[nH]c4ccccc34)o2)c1	1.1	1.7	3.0	2.6	18%	0.21	1495	0.045	-0.16	0.077	0.82	i	46	-1.2	1024	i	0.3	25	623
O=C(COC(=O)CNC(=O)c1ccco1)NCCN1C(=O)CSC1=O	1	3.9	2.1	1.2	-3%	0.49	1373	0.02	-0.21	0.5	-1.1	i	14	-5.4	948	i	1.0	.	.
O=C1CC(NCC2CCCO2)C(=O)N1c1ccc(Cl)cc1 (stereo not drawn)	1.1	4.2	1.5	7.3	4%	-0.1	1510	2.5	-0.19	1.5	-1.1	i	34	-0.7	960	i	0.1	14	650
Cc1cc(N2CCN(C)CC2)nc2ccc(NC(=S)N3CCN(c4ccc(F)cc4)CC3)cc12	1.1	3.1	2.8	3.3	17%	-0.65	1234	-0.38	-0.27	-0.2	0.17	i	27	-0.6	1082	i	0.6	-8	746
NC(=O)CC(NC(=O)c1cccc(Br)c1)c1ccc(NCCN2CCOCC2)c([N+](=O)[O-])c1 (stereo not drawn)	.	.	.	.	.	0.19	942	0.58	-0.82	0.21	0.034	.	.	1.6	1387	.	.	3	715
COC(=O)c1sc2ccccc2c1NC(=O)c1cccs1	1	3.1	2.0	3.3	0%	-0.2	1620	-1	-0.24	-1.1	0.32	i	11	-3.8	1048	i	5.9	9	684
CC1CCN(CC(=O)n2c3c(c4ccccc42)CCCC3)CC1	1	1.6	1.3	2.8	6%	0.39	739	1.9	-0.17	1.4	-0.51	i	27	-3.8	1155	i	4.9	-34	772
Cc1ccc(SCC(=O)Nc2ccc(S(=O)(=O)Nc3ncccn3)cc2)cc1	1.1	3.9	2.0	4.9	7%	-1.1	1408	1.6	-0.25	0.65	-0.43	i	49	1.0	864	i	0.2	-10	726
CCOC(=O)CN(C(=O)CSc1nnc(-c2cccc(OC)c2)o1)c1ccc(F)cc1	1.1	1.9	1.7	4.9	0%	.	.	2.4	0.023	1.6	-2.3	i	27	0.1	828	i	0.5	.	.
Cc1cccc(NC2=NC(=S)N(c3ccc(C(=O)O)cc3)C23CCCCC3)c1	0.9	2.8	2.0	11	-4%	-0.44	1628	-0.57	-0.14	-0.22	0.83	i	36	-2.2	1379	i	1.1	.	.
COC(=O)CSc1nc(N)c(C#N)c(CC(C)C)c1C#N	1.1	3.6	2.2	6.3	6%	-0.36	1123	0.092	-0.14	1	-0.82	i	31	-2.1	531	i	0.5	14	773
CCNC(=O)C(Sc1ccccc1)c1ccccc1 (stereo not drawn)	1	4.4	2.0	3.4	-3%	.	.	0.065	-0.27	0.37	0.69	i	42	.	.	i	1.7	-33	693
Cc1cc(Cl)c(S(=O)(=O)NCc2ccncc2)cc1OCC(N)=O	1.1	2.2	2.7	30	1%	1.2	1182	0.076	-0.28	0.15	-0.54	i	32	.	.	i	0.5	5	769
CC(C)CN(CC(C)C)S(=O)(=O)N1CCC(C(=O)NCCc2ccc(Cl)cc2)CC1	1.1	1.1	0.9	8.2	8%	0.49	869	0.096	-0.19	-0.11	0.13	i	11	-1.6	1044	i	1.0	-1	811
CC1Cc2cc(/C(O)=C3/C(=O)C(=O)N(CCCn4ccnc4)C3c3cccnc3)ccc2O1 (stereo not drawn)	0.9	2.9	1.1	6.5	-1%	.	.	-0.21	-0.16	-0.26	0.089	i	37	.	.	i	1.0	.	.
Cc1ccc(NC(=O)CSc2nc(NS(=O)(=O)c3ccc(C)cc3)cc(=O)[nH]2)cc1	1.1	2.1	1.3	7.5	9%	0.13	970	0.92	-0.068	1.2	-0.66	i	21	1.1	1200	i	1.6	7	726
CCOC(=O)COc1c(/C=N\OC)cc(Cl)cc1OC	1	3.3	1.5	0.1	-6%	0.46	1217	0.048	-0.22	0.077	0.65	i	54	-0.1	986	i	0.5	-3	655
Cc1ccc(C)c(N(Cc2ccccc2F)S(C)(=O)=O)c1	1.1	3.3	1.5	7.9	-20%	.	.	-0.31	-0.26	-0.21	-0.26	i	40	0.1	1020	i	1.5	-4	691
O=C(C1CCCO1)N(Cc1ccccc1)c1ccccc1 (stereo not drawn)	1.1	1.6	1.2	2.5	18%	0.2	1898	0.22	-0.18	0.022	-0.14	i	52	-0.4	1031	i	0.8	-44	654
O=C(c1oc2ccccc2c1N1CCCCC1)N1CCCCC1	1.1	3.1	1.6	4.4	4%	-0.85	1424	-0.95	1.1	0.0051	0.7	i	10	0.4	1169	i	5.7	-12	777
Nc1nnc(SCc2ccc(F)cc2)n1-c1ccccc1	1.1	5.4	3.0	4.3	1%	.	.	0.65	0.31	0.39	0.89	i	17	-3.8	585	i	0.5	0	731
CCCCNC1=CC(=O)C(=O)c2ccccc21	0.8	1.9	2.2	2.7	.	0.49	1277	-1.1	-0.25	-0.67	1.1	i	30	-0.7	1528	+	1.1*	4	569
COCCCn1cnc2oc3nc4ccccc4nc3c2c1=O	1.1	3.3	2.6	5.9	-7%	1	1185	0.66	-0.32	0.49	-0.61	i	45	0.7	1121	i	1.3	.	.
COc1ccc(OC)c(CCNC(=O)CN2C(=O)CC(C)(C)S(=O)(=O)c3ccccc32)c1	1	3.6	1.9	3.3	-1%	-1.4	937	-0.018	-0.19	0.17	-0.3	i	38	.	.	i	2.1	.	.
CCOC(=O)N1CCC(NCc2c(C(=O)N(C)Cc3ccccc3)nc3ccccn23)CC1	1	1.7	2.1	0.4	7%	0.38	1431	-0.62	-0.27	-0.17	0.31	i	64	-1.2	952	i	0.5	0	677
